High-throughput results deposited in PubChem by several laboratories.
3CLpro inhibitor: SARS-CoV 3CLpro protease inhibitors, primary screen, biochemical, quenched FRET; recombinant SARS-CoV 3CLpro, quenched FRET peptide cleavage; inhibition, % at 6 µM; 290,000 tested, 0.14% active; in the data active means inhibition above about 12%
CCHF vOTU inh: CCHFV vOTU protease inhibitors, primary screen, biochemical, Pep-AMC substrate, fluorescence | Crimean-Congo hemorrhagic fever virus L polyprotein viral ovarian tumor (vOTU) protease … | AID 651958, 2012 | 370,000 tested, 0.55% active | inhibition, % at 11.5 µM; in the data active means inhibition above about 30%; further: 0% = vehicle wells with enzyme and 100% = no enzyme wells
SSB-PriA inh: inhibitors of Klebsiella pneumoniae PriA binding to SSB C-terminal tail, primary screen, biochemical, AlphaScreen; inhibition, % at 33 µM; 430,000 tested, 0.6% active; AlphaScreen SSBct-PriA binding, biotinylated peptide; in the data active means inhibition mostly above about 37%, no sharp cut-off; inactive means mostly below about 20%;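 further: plate controls were negative control peptide for no effect and reference peptide for full effect; strong numbers were not always called active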
Yp Topo-I inh: Yersinia pestis topoisomerase I inhibitors, primary screen, biochemical, cleavage product accumulation, plate reader, single point | DNA topoisomerase I (Yersinia pestis CO92) | Y. pestis Topo-I cleavage product accumulation | activity, % at 10 µM | 360,000 tested, 0.064% active | AID 504884, 2011; in the data active means activity above about 50%, passing the limit was not always enough; inconclusive means no clear call, values can overlap the other calls; further: inactives centre near 2
BH1578 lux ind: inducers of Vibrio cholerae quorum light production without autoinducers, primary screen, BH1578 luxS cqsA deficient, single point | V. cholerae BH1578 lux reporter, luminescence, 6 h | activation, % at 18.7 µM | 350,000 tested, 0.16% active | AID 588436, 2011; in the data active means activation mostly above about 9.7%, no sharp cut-off; inconclusive means no clear call, values can overlap the other calls; inactive means mostly below about 3.7%; further: not every result past the cut was called active; inactives centre near 0; reference of the scale not given here
TcdB inh: TcdB glycohydrolase inhibitors, primary screen, biochemical, single point, plate reader | Toxin B (Clostridioides difficile), P18177 | TcdB glycohydrolase enzymatic assay | inhibition, % at 9.99 µM | 350,000 tested, 0.24% active | AID 652162, 2013; in the data active means inhibition above about 10%
BoNT-A LC inh2: BoNT/A light chain protease inhibitors, primary screen, biochemical, flow cytometry, MLPCN library; Botulinum neurotoxin type A light chain protease (Clostridium botulinum A str. ATCC 3502); multiplex microsphere protease substrate cleavage; inhibition, % at 10 µM; 360,000 tested, 0.17% active; further: plate controls were buffer without enzyme for full effect and enzyme alone for no effect
VHR inh abs: VHR1 phosphatase inhibitors, primary screen, biochemical, absorbance, uHTS. Dual specificity protein phosphatase 3 (Homo sapiens), P51452. inhibition, % at 13.3 µM. recombinant VHR phosphatase, pNPP absorbance. 290,000 tested, 0.52% active. AID 1654, 2009; in the data active means inhibition above about 50%; further: some compounds called inactive have numbers as strong as hits
Target sequence (P51452 whole entry, looked up): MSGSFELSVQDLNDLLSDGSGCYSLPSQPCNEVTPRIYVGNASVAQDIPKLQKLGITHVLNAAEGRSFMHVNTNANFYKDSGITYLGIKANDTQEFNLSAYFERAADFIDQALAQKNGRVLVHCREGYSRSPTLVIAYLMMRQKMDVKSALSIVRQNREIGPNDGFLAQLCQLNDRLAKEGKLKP
Anthrax LF prot: Bacillus anthracis LF protease inhibitors, primary screen, biochemical, multiplex microsphere, MLPCN library; Lethal factor (Bacillus anthracis), P15917; multiplex microsphere protease cleavage assay; inhibition, % at 10 µM; 360,000 tested, 0.12% active; AID 588501, 2011; further: plate controls were buffer without enzyme for full effect and enzyme alone for no effect
Target sequence (P15917 whole entry, looked up): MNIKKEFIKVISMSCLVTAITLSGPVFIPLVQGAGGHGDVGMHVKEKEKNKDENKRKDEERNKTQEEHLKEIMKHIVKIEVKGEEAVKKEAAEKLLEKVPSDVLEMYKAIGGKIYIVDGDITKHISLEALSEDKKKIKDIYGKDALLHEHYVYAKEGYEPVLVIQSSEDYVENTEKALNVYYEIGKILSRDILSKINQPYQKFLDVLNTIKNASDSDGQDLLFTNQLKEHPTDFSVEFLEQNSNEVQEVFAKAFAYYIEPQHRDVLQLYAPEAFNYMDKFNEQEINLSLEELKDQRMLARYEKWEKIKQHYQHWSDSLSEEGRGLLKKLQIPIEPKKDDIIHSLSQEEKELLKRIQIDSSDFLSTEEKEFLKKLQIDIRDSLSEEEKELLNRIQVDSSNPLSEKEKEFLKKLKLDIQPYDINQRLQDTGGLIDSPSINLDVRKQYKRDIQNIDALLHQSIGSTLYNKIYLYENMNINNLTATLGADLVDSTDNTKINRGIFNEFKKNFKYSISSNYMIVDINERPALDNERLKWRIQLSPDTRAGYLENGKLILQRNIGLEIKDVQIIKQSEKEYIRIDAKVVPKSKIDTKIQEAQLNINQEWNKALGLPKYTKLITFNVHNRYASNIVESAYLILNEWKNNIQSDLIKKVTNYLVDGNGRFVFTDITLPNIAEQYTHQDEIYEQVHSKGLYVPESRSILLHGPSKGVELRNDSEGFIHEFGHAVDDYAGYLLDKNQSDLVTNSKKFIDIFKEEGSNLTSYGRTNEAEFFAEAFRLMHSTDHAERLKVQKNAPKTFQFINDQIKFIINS
PfHsp40 yeast: rescue of yeast from PfHsp40 toxicity, primary screen, S. cerevisiae, ATP luminescence | 340,000 tested, 0.68% active | growth rescue, % at 12.5 µM | AID 504582, 2011 | S. cerevisiae expressing PfHsp40, growth rescue; in the data active means growth rescue above about 28%, passing the limit was not always enough; inconclusive means no clear call, values can overlap the other calls;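 further: yeast W303a lacking pdr1 and pdr3 grown in galactose medium; growth measured after three days at 30 °C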
Starred values were filed as active, the others as inactive; i = inactive; ? = inconclusive; . = no result given. Unless noted, no stated cut-off is given here; in the data, active means inhibition above about 30%; inconclusive means no clear call, values can overlap the other calls; inactive means below that. The list is partial; count on the stated rates, not on these rows.

SMILES	3CLpro inhibitor	CCHF vOTU inh	SSB-PriA inh	Yp Topo-I inh	BH1578 lux ind	TcdB inh	BoNT-A LC inh2	VHR inh abs	Anthrax LF prot	PfHsp40 yeast
CCOc1ccc(N(CC(=O)Nc2ccccc2)S(C)(=O)=O)cc1	3	1	-10	3	i	.	0.2	15	0	1.3
Cc1cc(C)n(C(=O)Cn2nc(C(F)F)cc2C)n1	-3	-7	2	2	2.4	.	2.9	14	-2	-0.9
CC(C)CN(C(=O)CC1OC(=O)c2ccccc21)c1c(N)n(Cc2ccccc2)c(=O)[nH]c1=O (stereo not drawn)	.	-4	-11	3	i	0.6	0.4	.	-3	.
Cc1cc(C)nc(NS(=O)(=O)c2ccc(NC(=O)c3ccc(S(=O)(=O)N(C)C)cc3)cc2)n1	-5	7	-8	1	-0.4	0.7	.	35	.	0.8
CN1OC[C@@H]2CN(Cc3ccccc3)[C@H](c3ccc(N4CCCCC4)cc3)C[C@@H]21	.	5	.	.	.	1.2	-7.1	.	-22	.
COc1cc(-c2cc3nc(NCCOc4ccccc4)ccn3n2)cc(OC)c1OC	.	7	.	35	-0.2	0.4	0.1	.	-8	.
C=CCN1C(=O)/C(=C/c2cccs2)C(=O)NC1=S	-1	16	-6	3	-4.5	.	-0.2	28	-2	4.4
O=C(Oc1ccc(C(=S)N2CCOCC2)cc1Br)c1ccccc1F	4	6	4	13	i	.	-0.2	8	1	4.0
CCCOc1ccc(N2C(=O)CC(SC(=NCC)Nc3cccc(F)c3)C2=O)cc1 (stereo not drawn)	-7	-2	-3	5	i	.	-2.6	-3	-11	-2.2
CC(=O)Nc1ccc(S(=O)(=O)N2CCN=C2SCc2ccc([N+](=O)[O-])cc2)cc1	2	8	-13	4	0.3	0.0	-0.6	28	-7	-0.6
COc1cccc(CN2CCN(c3nc4nonc4nc3NC3CC3)CC2)c1	3	-12	2	-6	-0.3	1.7	0.5	14	0	-1.1
COCCSc1ccccc1C(=O)NCc1ccco1	-1	4	-2	-7	i	.	-0.1	-23	4	0.3
O=c1c(C/C=C/c2ccccc2)c(O)ccn1Cc1ccc(Cl)cc1Cl	3	4	-25	-2	-1.5	5.5	-1.1	36	1	0.6
CN(C)C(=O)[C@H]1C[C@H]1[C@@H](O)[C@H](CO)NC(=O)[C@H](COCc1ccccc1)NC(=O)OC(C)(C)C	-6	13	-8	-8	-0.3	-1.8	-0.6	1	-10	0.5
CCc1noc(C)c1C(=O)N1CCN(S(=O)(=O)c2c(C)cc(C)cc2C)CC1	.	-2	-8	12	0.4	0.6	1.6	.	0	0.5
CC(=O)Nc1ccc(C(=O)OCc2ccccc2Cl)cc1	-1	4	-21	10	0.3	0.6	0.0	1	0	4.3
COc1ccc(-c2cn3c(C)c(C(=O)Nc4cccc(NC(C)=O)c4)sc3n2)cc1	-7	-1	15	0	-0.4	.	-2.1	10	?	-0.6
c1ccc2c(NCCc3c[nH]c4ccccc34)c3ccccc3nc2c1	-1	-20	-13	-32	0.7	-0.2	-4.8	.	-13	0.6
CCN(CC)C(=O)C(=O)c1cccn1-c1ccccc1C#N	1	4	9	3	6.7	.	1.0	13	2	1.0
COc1ccc(C(=O)NCc2ccc(F)cc2)cc1S(=O)(=O)N1CCCC1	.	1	-2	2	i	2.3	3.6	.	7	-0.9
CC(C(=O)NCC(=O)Nc1ccc(F)c(F)c1F)N1CCN(Cc2ccc(C#N)cc2)CC1 (stereo not drawn)	.	0	-6	-4	3.2	-2.9	-0.3	.	3	-1.2
Cc1oc(-c2ccc(F)cc2F)nc1CN1CCN(C(=O)c2ccco2)CC1	.	-3	.	17	i	-0.2	0.2	.	3	.
COc1ccc(C(C)NC(=O)c2ccc(Cl)cc2)cc1OC (stereo not drawn)	1	9	1	-1	-0.3	.	-0.2	-11	1	-0.6
CCOC(=O)c1ccc(NC(=O)CCc2nc(-c3cccc(C)c3)no2)cc1	9	12	-22	-7	0.3	.	-0.3	6	-1	9.4
COCC(C)n1c(COc2ccccc2F)nnc1SCC(=O)c1c(N)n(C)c(=O)n(C)c1=O (stereo not drawn)	0	2	-6	-6	i	0.7	-1.2	6	-8	0.6

Among those listed so far, these have an aryl thioether with sulfur outside any ring:
SMILES	3CLpro inhibitor	CCHF vOTU inh	SSB-PriA inh	Yp Topo-I inh	BH1578 lux ind	TcdB inh	BoNT-A LC inh2	VHR inh abs	Anthrax LF prot	PfHsp40 yeast
COCCSc1ccccc1C(=O)NCc1ccco1	-1	4	-2	-7	i	.	-0.1	-23	4	0.3
COCC(C)n1c(COc2ccccc2F)nnc1SCC(=O)c1c(N)n(C)c(=O)n(C)c1=O (stereo not drawn)	0	2	-6	-6	i	0.7	-1.2	6	-8	0.6

Further structures follow.
SMILES	3CLpro inhibitor	CCHF vOTU inh	SSB-PriA inh	Yp Topo-I inh	BH1578 lux ind	TcdB inh	BoNT-A LC inh2	VHR inh abs	Anthrax LF prot	PfHsp40 yeast
CCCCSc1nc(O)c(C2OC(=O)c3c2ccc(OC)c3OC)c(=O)n1C (stereo not drawn)	0	-3	-3	-1	-1.7	.	1.3	1	-2	3.7
O=C(c1ccc(COc2ccc(F)cc2)o1)n1cccn1	4	-9	-42	-8	-0.1	.	-0.3	14	0	0.4
O=C(N/N=C/C(Br)=C/c1ccccc1)c1cnccn1	-5	9	i	-4	i	1.6	?	12	-33	0.3
COc1ccc(S(=O)(=O)N=Nc2c(O)[nH]c3ccccc23)cc1	1	-4	-9	-1	-0.5	0.4	-1.7	10	0	1.0
CC(Oc1ccc(Cl)cc1)C(=O)N1CCN(C(=O)c2ccco2)CC1 (stereo not drawn)	.	2	-7	-7	-1.6	0.4	.	.	.	-1.4
CN(C)/C=C1\N=C(c2cccnc2Oc2ccc(Cl)cc2)OC1=O	-4	1	2	-1	i	0.1	-0.6	16	-6	-0.2
COc1cccc(CNC(=O)c2csc3c2CCCC3)c1	-4	-4	-17	13	-0.7	1.3	1.5	-28	-3	1.0
CC(C)(C)n1nc2c(c1NC(=O)Cc1cccc3ccccc13)CS(=O)C2 (stereo not drawn)	-1	4	-7	0	-0.3	0.6	-0.3	29	10	-0.9
O=C(CN1C(=O)NC(Cc2ccccc2)C1=O)Nc1ccc(OC(F)F)cc1 (stereo not drawn)	.	0	-7	-7	i	0.2	-0.3	.	-2	-0.4
CC(C)(CNc1ccc([N+](=O)[O-])cc1C#N)N1CCOCC1	-1	-2	9	3	-0.1	0.0	-1.8	-1	1	-0.3
COC(=O)C1=C(c2cc3ccccc3o2)C[C@@H]2CC[C@H]1N2C(=O)NCCO	.	-2	-3	-7	i	0.9	-1.2	.	-10	-0.8
CCC(C)NC(=O)NC(=O)CSc1nnc(-c2ccccc2F)n1C1CC1 (stereo not drawn)	-1	5	4	11	-0.2	1.4	0.3	17	-4	-0.7
COc1cccc(-c2nc(-c3ccncc3)no2)c1	2	-2	1	7	i	-4.3	-3.1	27	-5	0.0
Nn1c(SCC(=O)N2CCCCCC2)nnc1-c1ccncc1	7	-23	-15	4	-0.2	0.5	16	22	-14	2.4
CC(CN)(NS(=O)(=O)c1ccccc1)c1ccccc1 (stereo not drawn)	10	8	2	0	0.4	0.7	-1.0	28	-6	-0.6
CSc1ncccc1C(=O)OCCCC(=O)c1ccc(F)cc1	.	-3	.	-6	i	-0.6	-12	.	-1	-1.4
O=C(OC(C(=O)NC1CCCCC1)c1ccc(C(F)(F)F)cc1)c1ccco1 (stereo not drawn)	.	-4	-14	3	-2.2	-0.8	1.8	.	3	-0.7
O=C(Nc1ccccc1Br)C(=O)N1CCCC1	3	-15	-6	7	-0.5	.	-1.2	-3	-4	-0.9
COc1ccc(NC(=O)c2nnn(CC(=O)Nc3ccccc3OC)c2N)c(OC)c1	-4	17	-1	2	-1.8	1.8	0.2	-17	1	2.9
Cc1ccc(N=Cc2c(O)n(-c3nccs3)c(=O)c3ccccc23)c(C)c1	1	-2	-12	-2	-0.4	.	0.8	-3	2	-1.1
CN(C(=O)CSc1ncnc2sc3c(c12)CCCC3)C1CCS(=O)(=O)C1 (stereo not drawn)	.	0	-4	32	0.9	1.0	0.2	.	1	-0.7
COCc1cc(C)nc(OCC(=O)N/N=C/c2cc(C)n(-c3c(C)cccc3C)c2C)c1C#N	5	-1	.	11	i	.	-0.2	-30	5	-1.1
Cc1ccc(C(=O)NCCc2nnc3ccc(NCCCN4CCOCC4)nn23)cc1	1	23	-3	9	-1.3	1.0	2.6	31	0	3.1
Cc1nc2ccccn2c1-c1csc(Nc2cccc(O)c2)n1	0	5	8	-9	-0.5	2.7	-1.2	26	-7	0.8
O=C(NCc1ccccn1)c1ccc(OC2CCN(Cc3ccc(F)cc3F)CC2)cc1	-4	-2	-12	24	-0.3	-0.2	-0.2	-8	-4	0.2

Limited to BoNT-A LC inh2, for 2 of the compounds above:
mol	BoNT-A LC inh2
COCC(C)n1c(COc2ccccc2F)nnc1SCC(=O)c1c(N)n(C)c(=O)n(C)c1=O (stereo not drawn)	-1.2
CCCCSc1nc(O)c(C2OC(=O)c3c2ccc(OC)c3OC)c(=O)n1C (stereo not drawn)	1.3

Next part
SMILES	3CLpro inhibitor	CCHF vOTU inh	SSB-PriA inh	Yp Topo-I inh	BH1578 lux ind	TcdB inh	BoNT-A LC inh2	VHR inh abs	Anthrax LF prot	PfHsp40 yeast
COc1cc(C(F)(F)F)c(C(=O)N(C)Cc2cccc(Cl)c2)cn1	-1	2	-25	6	-5.3	1.0	-0.5	13	1	-0.5
CCOC(=O)c1cn(Cc2ccccc2)nc1-c1ccccc1	.	0	-22	22	-0.5	1.0	-1.0	.	-2	-2.2
O=C1c2ccsc2SCCN1Cc1ccc(Cl)cc1	2	0	-20	1	-0.4	.	-0.4	18	-2	1.8
COc1cccc(NC(=S)N(CCN2CCCCC2)Cc2ccco2)c1	0	-7	-2	8	-0.4	1.0	-1.0	26	-2	-0.9
CCCc1cc(NCC2CCCO2)n2c(nc3ccccc32)c1C#N (stereo not drawn)	1	-138	-20	18	-3.0	.	0.7	6	-1	1.9
COc1ccc(S(=O)(=O)N2CCc3ccccc3C2)cc1OC	-2	2	0	0	i	0.6	-0.4	-8	-2	-0.2
O=C(N/N=C/c1ccc(O)cc1)c1cc(C23CC4CC(CC(C4)C2)C3)[nH]n1	0	6	.	-3	-0.2	0.0	.	27	.	-1.2
N#Cc1ccsc1NC(=O)COc1ccc(-c2nnco2)cc1	3	3	-9	-6	-1.4	.	-0.1	-11	0	1.2
COc1ccc([C@H]2/C=C\CN(S(=O)(=O)c3cccc4cccnc34)[C@@H](C)C(=O)N2Cc2ccc(F)cc2)cc1	.	-4	10	40	i	0.8	-0.6	.	-3	-0.5
Cc1c(C#N)sc2nc(-c3ccccc3)nc(N3CCCC3)c12	3	4	-8	2	1.9	.	-0.3	10	3	-2.1
COc1ccc(OC)c(NC(=O)NCCc2cccc(Cl)c2)c1	2	-4	4	-6	i	0.7	-0.8	1	-2	-1.0
O=C(Nn1c(COc2ccccc2)nc2ccccc2c1=O)C(Cl)(Cl)Cl	0	-5	-6	4	-10	0.7	-3.8	2	-13	-0.1
CCOc1ccc(NC(=O)CN(C)C(=O)CCCOc2ccc(Cl)c(C)c2)cc1OCC	6	15	-17	12	-4.5	-0.3	-2.4	10	-2	0.2
CCn1c(COc2cc(C)ccc2C(C)C)nnc1SCC(=O)Nc1nccs1	8	2	-12	8	-3.1	7.4	-1.1	15	-2	1.8
